Assay outcomes as filed in PubChem BioAssay.
Rv3671c inh – inhibitors of M. tuberculosis serine protease Rv3671c; P9WHR9; inhibition, % at 5.96 µM; 320,000 compounds, 0.048% hits; in the data active means inhibition above about 38%;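 further: extracellular domain of Rv3671c used as enzyme; 0% = enzyme with DMSO and 100% = no enzyme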
MazF activator – activators of E. coli MazEF toxin-antitoxin RNase; FAM/BHQ RNA-DNA oligo cleavage fluorescence, 5 h; P0AE70; AID 504720; 350,000 compounds, 0.32% hits; activation, % at 20 µM; in the data active means activation above about 50%
DUSP3 inh – blocks human VHR1 dual specificity phosphatase; P51452; recombinant VHR phosphatase, pNPP absorbance; inhibition, % at 13.3 µM; 290,000 compounds, 0.52% hits; in the data active means inhibition above about 50%; further: some compounds called inactive have numbers as strong as hits
TcdB GH inh – TcdB glycohydrolase inhibition. P18177. TcdB glycohydrolase enzymatic assay, plate reader. inhibition, % at 9.99 µM. 350,000 compounds, 0.24% hits. AID 652162; in the data active means inhibition above about 10%
Yp Topo-I inh – blocks Yersinia pestis topoisomerase I activity; Y. pestis Topo-I cleavage product accumulation, plate reader; activity, % at 10 µM; 360,000 compounds, 0.064% hits; in the data active means activity above about 50%, passing the limit was not always enough; inconclusive means no clear call, values can overlap the other calls; further: inactives centre near 2
PrPC TRFRET – cell surface PrPC inhibition, primary TR-FRET screen; AID 720596; TR-FRET read-out; 370,000 compounds, 0.43% hits; inhibition, % at 13.8 µM; P04156; in the data active means inhibition above about 24%; further: 0% = median of the test wells and 100% = reference compound wells
PriA SSB inh – blocks PriA binding to SSB C-terminal tail; AlphaScreen SSBct-PriA binding, biotinylated peptide; inhibition, % at 33 µM; 430,000 compounds, 0.6% hits; in the data active means inhibition mostly above about 37%, no sharp cut-off; inactive means mostly below about 20%;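 further: plate controls were negative control peptide for no effect and reference peptide for full effect; strong numbers were not always called active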
Vc quorum ag – inducers of Vibrio cholerae quorum light production without autoinducers; activation, % at 18.7 µM; AID 588436; V. cholerae BH1578 lux reporter, luminescence, 6 h; 350,000 compounds, 0.16% hits; in the data active means activation mostly above about 9.7%, no sharp cut-off; inconclusive means no clear call, values can overlap the other calls; inactive means mostly below about 3.7%; further: not every result past the cut was called active; inactives centre near 0; reference of the scale not given here
CCHF vOTU inh – blocks the CCHF virus ovarian tumor domain protease | CCHFV vOTU protease, Pep-AMC fluorescence | inhibition, % at 11.5 µM | 370,000 compounds, 0.55% hits | AID 651958; in the data active means inhibition above about 30%; further: 0% = vehicle wells with enzyme and 100% = no enzyme wells
SARS 3CLpro inh – SARS-CoV 3CLpro protease inhibition; P0C6X7; recombinant SARS-CoV 3CLpro, quenched FRET peptide cleavage; inhibition, % at 6 µM; 290,000 compounds, 0.14% hits; AID 1706; in the data active means inhibition above about 12%
Active calls of the source: *; i = inactive; u = inconclusive; x = not tested or not shown; & = joins results of further samples.

SMILES | Rv3671c inh | MazF activator | DUSP3 inh | TcdB GH inh | Yp Topo-I inh | PrPC TRFRET | PriA SSB inh | Vc quorum ag | CCHF vOTU inh | SARS 3CLpro inh
CCC(=O)Nc1ccc2c(c1)Cc1cc([N+](=O)[O-])ccc1-2 | x | 58.3* | x | 0.1 | -6.0 | -24.5 | -7.5 | i | 6.4 | x
CN1CCCC(OC(=O)c2cccc(Cl)c2)C1 (stereo not given) | -1.2 | 12.9 | 1.7 | 2.5 | -2.1 | -1.8 | -8.6 | i | -11.0 | -3.9
Cc1c(NC(=O)C(C)OC(=O)c2c3c(nc4ccccc24)CCC(C)C3)c(=O)n(-c2ccccc2)n1C (stereo not given) | -3.0 | -1.5 | x | -0.5 | 3.4 | 2.5 | -8.2 | -0.3 | 12.5 | x
Cc1ccc(NC(=O)COc2cccc3ccc(C)nc23)c(Br)c1 | -18.2 | 0.6 | 8.1 | x | 14.1 | 15.4 | -1.1 | -1.6 | 28.8 | 1.5
C=CCOc1ccc(/C=N/NC(=O)C2CCCC2)cc1OCC | x | -0.7 | -2.1 | -0.4 | 5.3 | 2.4 | x | i | 1.3 | -2.8
COc1ccc(N2CCN(C(=O)c3csc4ccccc34)CC2)cc1 | -6.5 | 7.2 | 23.7 | x | 23.7 | -3.9 | 4.3 | i | -6.3 | -2.0
O=C(CC1SC(N2CCOCC2)=NC1=O)Nc1ccccc1F (stereo not given) | 4.1 | 1.6 | x | 2.4 | -2.2 | 0.3 | 0.8 | -0.6 | -0.7 | x
CN(C)S(=O)(=O)c1cccc(NC(=O)NCCCl)c1 | -0.2 | 2.5 | 0.0 | -0.5 | 2.2 | 1.4 | -2.4 | -0.2 | -9.2 | 8.5
COc1ccccc1CN(Cc1nc2ccccc2c(=O)[nH]1)S(=O)(=O)c1ccc2ccccc2c1 | -42.4 | -1.8 | -22.9 | x | 27.6 | -4.1 | 21.1 | -1.6 | 7.5 | -4.5
O=C(CCC(=O)N1CCc2ccccc2C1)NCCc1ccc(Cl)cc1 | -5.1 | -10.7 | 20.7 | 2.8 | 4.6 | 7.1 | -26.9 | -0.2 | -10.9 | 1.8
OCCSc1c(F)c(SCCO)c(SCCO)c(F)c1SCCO | -4.0 | 0.6 | -4.7 | x | 1.9 | -1.6 | -28.4 | i | -3.5 | 0.4
O=C(c1ccc2snnc2c1)N1CCCCC1 | 5.3 | 1.9 | -13.2 | x | 1.1 | 3.5 | -14.5 | i | 6.8 | -0.1
CCCCN(CC)C(=O)CSc1nc2ccccc2c(=O)n1CC1COc2ccccc2O1 (stereo not given) | 2.8 | -2.5 | -1.1 | x | 3.3 | -3.9 | 2.5 | x | 1.1 | -1.4
O=C(NCc1cccnc1)c1ccc(COc2ccccc2Br)o1 | 3.2 | 1.1 | 5.4 | 0.0 | -0.8 | 7.9 | -22.1 | i | 12.3 | -6.8
NC(=O)CSc1nnnn1CC(CC(=O)O)c1ccccc1 (stereo not given) | -7.4 | 10.4 | -3.3 | x | 3.1 | -2.3 | -15.4 | -0.2 | 28.1 | -1.1
COc1cccc(/C=C2\SC(=S)N(c3cccnc3)C2=O)c1OC | 4.5 | 1.2 | 15.5 | 1.9 | -9.1 | -6.8 | -1.6 | -0.4 | 2.7 | 0.8
CC(=O)c1cn(N(C)c2ncc(C(F)(F)F)cc2Cl)c(=O)[nH]c1=O | -1.6 | -4.9 | 12.3 | 0.6 | 4.8 | 1.3 | -19.6 | 0.2 | 12.3 | 0.0
Cc1oc(/N=C/c2cccc([N+](=O)[O-])c2)c(C#N)c1C | -2.9 | 8.5 | 4.4 | 2.8 | 2.4 | -8.3 | x | 2.8 | -4.0 | -4.2
CC(=O)NCCc1c[nH]c2ccc(OCc3ccccc3)cc12 | -1.3 | 7.5 | x | 1.9 | 2.1 | -3.8 | 2.9 | i | -12.8 | x
CC1CC(C)CN(CCCNC(=O)C2CCCN(c3nnc(N4CCCC4=O)s3)C2)C1 (stereo not given) | -4.3 | 0.8 | 31.1 | x | -1.0 | -6.2 | -18.5 | x | 12.9 | 1.0
CN1/C(=C\C=C2C(=O)NC(=S)NC2=O)C(C)(C)c2ccccc21 | x | i | 22.2 | 1.6 | 7.8 | -22.2 | -0.6 | -1.0 | 4.2 | -2.1
COC(=O)c1ccc(CN2CCN(C(C)C)C(CCO)C2)cc1 (stereo not given) | -9.7 | -8.9 | 12.0 | -0.5 | -11.1 | -2.1 | -16.7 | i | -18.0 | -2.0
COC(=O)[C@@H](NC(=O)c1ccc2c(c1)S(=O)(=O)c1ccccc1C2=O)C(C)C | -9.8 | 14.7 | 33.9 | 1.5 | -0.6 | -60.2 | -2.5 | -9.4 | 2.0 | -0.8
COc1ccc(C(=O)C[n+]2ccc3ccccc3c2C)cc1 | 1.0 | 4.9 | -6.4 | 0.3 | -12.0 | -1.5 | 1.0 | i | -1.2 | -2.4
c1ccc(Cn2c3ccccc3c3nnc(SCCN4CCCCC4)nc32)cc1 | 5.0 | 25.5 | 9.6 | 0.8 | 9.0 | -2.4 | 11.3 | -0.4 | -1.6 | 1.6
Cc1ccc(/C(N)=N/OC(=O)c2ccc(Cl)cc2Cl)cc1 | 3.5 | 4.2 | -3.6 | -4.7 | 3.3 | -0.2 | i | -0.8 | 22.6 | 8.3
Cc1nc(-c2ccc(NC(=O)c3ccccc3Br)cc2)cs1 | -5.5 | -7.0 | 5.4 | x | -5.2 | 7.6 | -21.2 | -0.2 | -11.5 | -7.2
COC(=O)C1=C(c2ccc(-c3ccccc3)c(F)c2)C[C@@H]2CC[C@H]1N2C(=O)NCCOc1ccccc1Cl | -98.5 | -0.1 | x | -3.8 | u | 6.6 | 12.4 | -5.9 | 28.6 | x
O=c1c2cc(Br)ccc2[nH]c(=S)n1Cc1ccccc1 | -3.2 | -11.9 | 22.5 | 3.7 | -8.8 | 2.4 | 6.0 | -0.5 | -9.9 | 3.2
O=C(CCN1C(=O)/C(=C/c2ccccc2Cl)SC1=S)NC1CCCC1 | 1.5 | -8.9 | 20.8 | 1.5 | -6.6 | 7.3 | -3.8 | -1.1 | -4.0 | 2.5
N#CCCn1cc(C=O)c(-c2cccs2)n1 | 3.2 | 3.4 | 10.6 | 0.7 | 6.5 | -0.2 | -5.2 | -2.8 | 11.1 | -1.6
CCN(c1ccccc1)S(=O)(=O)c1ccc(Cl)c(C(=O)Nc2ccncc2)c1 | x | 5.8 | x | 1.4 | 19.3 | -2.6 | x | -1.2 | 7.4 | x
COc1ccccc1C(O)(C(=O)NNc1ccccc1C)c1ccccc1OC | 12.5 | 0.7 | 20.9 | 2.5 | -2.3 | 6.6 | -0.2 | -2.7 | 1.9 | -0.4
CCc1ccc(OCC(=O)Nc2ccc(S(=O)(=O)N3CCOCC3)cc2)cc1 | -8.9 | 5.4 | x | 0.2 | 18.6 | 9.3 | -5.2 | i | 11.3 | x
O=C(O)C1C(c2ccccc2)C(C(=O)N2CCOCC2)C1c1ccccc1 (stereo not given) | -3.4 | 5.0 | 29.2 | x | 0.7 | 4.2 | -8.8 | -0.4 | -1.5 | -0.9
COc1ccc(S(=O)(=O)Nc2ccccc2C(=O)NN2CCOCC2)cc1OC | 4.4 | -5.3 | x | -4.9 | -2.2 | 2.3 | -15.0 | -1.6 | -6.0 | x
O=C(Nc1cccc(F)c1)C1CCCN(S(=O)(=O)c2ccccc2)C1 (stereo not given) | -0.9 | -0.1 | 12.5 | 1.2 | 6.6 | 2.0 | -12.9 | -0.1 | -7.7 | 1.5
COC(=O)c1ccccc1NC(=O)CSc1nnc(-c2ccc(OC)cc2)n1C | 4.5 | -8.8 | 35.2 | x | 6.3 | -6.4 | -2.4 | i | 5.1 | -1.1
Cc1cc2c3c(c1)C(C)CC(C)(C)N3C(=O)C2=O (stereo not given) | 1.1 | -7.7 | 9.1 | 2.1 | -3.5 | 5.6 | -3.4 | -0.7 | 4.1 | -2.9
COc1cccc(/C=N/N2CCN(C)CC2)c1 | 11.5 | 13.6 | 5.7 | x | 4.8 | 6.4 | x | -0.4 | 10.1 | -5.6
CC(C)(C)NC(=O)C1CN(S(=O)(=O)c2ccccc2)CCN1S(=O)(=O)c1ccccc1 (stereo not given) | 2.5 | 1.7 | 10.0 | x | 0.5 | -0.7 | -1.5 | -0.6 | -10.6 | 2.5
O=S1(=O)c2ccc(Br)cc2N2CCC[C@@H]2CN1C1CC1 | x | 0.5 | x | 0.2 | 13.2 | 4.2 | -9.2 | -0.7 | -2.1 | x
CC(NS(=O)(=O)c1ccc(Br)cc1)C(c1cccs1)N1CCOCC1 (stereo not given) | -8.3 | 6.0 | -3.6 | 4.4 | 15.4 | 10.9 | -12.8 | -2.5 | -2.0 | 1.6
CCOC(=O)N1CCC(NC(=O)CCc2nc(C3=CCN(C)CC3)no2)CC1 | 0.8 | -11.5&3.2 | 19.7 | -0.6 | -3.4&7.8 | -9.3&-4.7 | -2.4 | x | -13.9&-8.2 | 0.9
CCc1nc2c(OCc3ccc(Cl)cc3)cccn2c1N(C)C(=O)c1ccncc1 | x | x | x | 1.4 | 16.7 | 12.6 | x | i | -6.8 | x
Cc1noc(/C=C/N(C)C)c1S(=O)(=O)N1CCCC(C(=O)Nc2ccc3c(c2)OCO3)C1 (stereo not given) | -8.9 | 3.6 | -18.5 | 2.0 | 1.3 | 7.3 | 4.7 | -0.3 | 1.6 | 2.8
CCN1CCN(CCCNC(=O)Cn2nc(C)n3nc(-c4ccccc4)cc3c2=O)CC1 | 2.4 | 6.2 | 9.1 | -0.8 | 2.6 | -10.8 | 2.5 | i | 2.6 | 1.7
O=C(Nc1ccc(Cl)cn1)c1ccc2nccnc2c1 | -5.6 | 1.9 | -5.5 | 1.4 | -5.9 | -15.1 | -4.9 | i | -3.1 | 1.4
COCCNC(=O)COc1ncnc2scc(-c3ccc(F)cc3)c12 | 2.2 | 2.7 | 17.9 | 1.3 | -0.4 | -8.7 | -2.2 | i | 4.5 | 4.0
CCN(CC)C(=O)c1ccc(S(=O)(=O)N2CCC(c3nc4ccccc4s3)CC2)cc1 | -3.3 | -8.1 | 22.2 | x | -0.6 | -2.5 | -12.8 | i | -17.0 | -0.3
Cc1cc(NC(=O)C2CC(c3ccc(F)cc3)=NO2)no1 (stereo not given) | 1.1 | 2.0 | 16.6 | -1.9 | 4.1 | 1.6 | -4.9 | -0.2 | 25.7 | -3.0
O=S(=O)(Nc1cccc(Br)c1)c1cccc2nsnc12 | 1.9 | -16.6 | 10.8 | 2.0 | -0.5 | -3.9 | -13.0 | -0.3 | -6.3 | 4.7

An excerpt; count on the stated rates, not on these rows.
